Screening results (PubChem BioAssay)
CXCR6 block: blocks human CXCR6 beta-arrestin recruitment; O00574; AID 602244; inhibition, % at 20 µM; actives 0.36% (n = 360,000); CHO-K1 PathHunter CXCR6 beta-arrestin, luminescence; in the data active = inhibition above about 34%, passing the limit was not always enough;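 also: antagonist mode with CXCL16 agonist at 10 nM final; 0% = 10 nM CXCL16 with DMSO and 100% = unstimulated wells without agonist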
Target sequence (O00574 whole entry, looked up): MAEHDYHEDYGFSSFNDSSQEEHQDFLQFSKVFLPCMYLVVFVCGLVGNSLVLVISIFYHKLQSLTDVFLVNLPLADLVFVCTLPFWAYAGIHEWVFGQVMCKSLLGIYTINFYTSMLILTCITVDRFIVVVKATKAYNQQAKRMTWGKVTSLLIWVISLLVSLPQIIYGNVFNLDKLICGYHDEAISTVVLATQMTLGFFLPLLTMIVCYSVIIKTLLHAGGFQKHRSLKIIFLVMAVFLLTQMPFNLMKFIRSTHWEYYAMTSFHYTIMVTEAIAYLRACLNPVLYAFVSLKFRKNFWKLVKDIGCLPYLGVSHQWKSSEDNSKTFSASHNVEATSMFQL
APJ antagonist: blocks the human apelin receptor APJ. P35414. CHO-K1 APJ beta-arrestin complementation, luminescence. inhibition, % at 20 µM. actives 0.32% (n = 330,000). AID 2521;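 active = inhibition above about 40% at 20 µM, limit read from the data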;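 also: cells challenged with 10 nM apelin-13 agonist together with compound; plate controls were apelin-13 plus DMSO wells for no effect and DMSO wells lacking apelin-13 for full effect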
APJ ag: agonists of human APJ apelin receptor. P35414. CHO-K1 APJ PathHunter beta-arrestin, luminescence; 0% DMSO wells, 100% apelin. activation, % at 20 µM. actives 0.11% (n = 330,000);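 active = activation more than six SD over the plate average, tested at 20 µM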;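 also: 0% = DMSO alone and 100% = apelin-13 at 10 nM; some results filed as inactive read as strong as hits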
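Test system: CHO-K1 APJ beta-arrestin complementation cell line | Compound: Single test compound dose, 20 µM final, 1% DMSO | Incubation: Compound 90 min 25 °C, reagent 1 h | Measured by: beta-gal luminescence | Read-out basis: APJ–arrestin association signal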
CCR6 antagonist: blocks CCL20-driven beta-arrestin recruitment at human CCR6; actives 0.49% (n = 340,000); CHO-K1 CCR6 PathHunter beta-arrestin, luminescence, CCL20-stimulated; P51684; AID 493098; inhibition, % at 20 µM;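 active = compounds whose inhibition of the agonist-driven luminescence signal at 20 µM reaches about 50%, limit read from the data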;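 also: cells stimulated with CCL20 at 14 nM final; plate controls were DMSO with CCL20 for no effect and DMSO without agonist for full effect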
Target sequence (P51684 whole entry, looked up): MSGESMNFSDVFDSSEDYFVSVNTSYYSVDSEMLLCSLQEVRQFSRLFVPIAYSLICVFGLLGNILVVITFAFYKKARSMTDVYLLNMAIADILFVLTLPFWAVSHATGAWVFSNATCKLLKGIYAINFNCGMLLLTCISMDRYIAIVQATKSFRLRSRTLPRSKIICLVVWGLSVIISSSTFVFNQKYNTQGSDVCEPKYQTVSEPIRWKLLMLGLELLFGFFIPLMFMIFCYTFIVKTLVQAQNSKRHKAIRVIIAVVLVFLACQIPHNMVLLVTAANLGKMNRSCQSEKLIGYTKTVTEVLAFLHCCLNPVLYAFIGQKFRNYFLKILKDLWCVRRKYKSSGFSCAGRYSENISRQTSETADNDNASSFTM
EBI2 antag: antagonists of human EBI2 receptor; EBI2 beta-arrestin recruitment, luminescence, 7a,25-OHC stimulated; inhibition, % at 5 µM; actives 0.81% (n = 360,000); in the data active = inhibition above about 38%;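 also: enzyme fragment complementation signal reports receptor beta-arrestin coupling in cells; 0% = agonist plus DMSO wells and 100% = wells without agonist; some results beyond the cut were filed as inactive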
Target sequence (P32249 whole entry, looked up, the tested form may be a part): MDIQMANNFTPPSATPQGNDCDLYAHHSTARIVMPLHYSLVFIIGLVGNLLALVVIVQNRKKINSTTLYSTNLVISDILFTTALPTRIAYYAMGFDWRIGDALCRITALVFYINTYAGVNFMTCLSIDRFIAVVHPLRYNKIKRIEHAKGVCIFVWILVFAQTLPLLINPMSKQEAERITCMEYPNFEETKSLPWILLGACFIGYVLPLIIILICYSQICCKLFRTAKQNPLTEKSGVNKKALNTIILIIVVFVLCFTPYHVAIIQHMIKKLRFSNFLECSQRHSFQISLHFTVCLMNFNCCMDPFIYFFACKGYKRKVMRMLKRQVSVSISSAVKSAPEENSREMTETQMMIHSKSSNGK
tim23-1 inh: inhibits growth of tim23-1 mutant yeast; inhibition, % at 20 µM; actives 1.3% (n = 330,000); AID 463212; S. cerevisiae tim23-1 growth, BacTiter-Glo luminescence, 24 h;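 active = growth inhibition of the mutant yeast at or above 50%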;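 also: temperature-sensitive mutant grown at 25 °C; plate controls were DMSO-treated mutant yeast for no effect and medium wells lacking yeast for full effect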
XBP1 UPR activ: adaptive UPR (XBP1) activation; CHO-XBP1 luciferase reporter, IRE1-XBP1 UPR activation, luminescence; percent of tunicamycin response, DMSO as zero; activation, % at 20 µM; actives 0.33% (n = 330,000); AID 463104;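 active = versus positive control, 20 µM dose yields 30% or more activation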;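 also: 100% = tunicamycin at 10 µg/mL and 0% = DMSO only wells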
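Material: CHO cell line with stable XBP1 luciferase reporter; buffer or medium: F12 medium containing 10% fetal bovine serum; compound: single point, 20 µM final compound, 1% DMSO; incubation: 6 h treatment, 37 °C; measured by: glow luminescence from Steady-Glo reagent; evaluation: activation, % of tunicamycin; control set: tunicamycin high, DMSO low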
Mdm2 MdmX PPI: inhibitors of human Mdm2/MdmX interaction | inhibition, % at 8 µM | SaOS-2 split-luciferase Mdm2/MdmX complementation, luminescence | AID 485346 | actives 3% (n = 330,000);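 active = inhibition of at least 50% at 8 µM in the primary screen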
UPR CHOP act: activators of apoptotic arm of unfolded protein response (CHOP). CHO-CHOP luciferase reporter, UPR activation, luminescence; percent of tunicamycin response over DMSO baseline. activation, % at 10 µM. actives 0.34% (n = 330,000);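 active = at 10 µM dose, activation of 40% or more, normalized to positive control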;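 also: 100% = tunicamycin at 10 µg/mL and 0% = DMSO alone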
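System: CHO-CHOP luciferase reporter cell line; amount: 500 cells/well; buffer or medium: F12 medium containing 10% fetal bovine serum; incubation: 6 h compound exposure at 37 °C after overnight seeding; measured by: luciferase luminescence after 10 min with Steady-Glo reagent; evaluation: % reporter activation, DMSO baseline versus tunicamycin full activation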
The depositor's hits bear a star; & = joins results of further samples. Some of the compounds tested; count on the stated rates, not on these rows.

SMILES	CXCR6 block	APJ antagonist	APJ ag	CCR6 antagonist	EBI2 antag	tim23-1 inh	XBP1 UPR activ	Mdm2 MdmX PPI	UPR CHOP act
CC[C@H](C)C(=O)O[C@H]1CCC=C2C=C[C@H](C)[C@H](CC[C@@H]3C[C@@H](O)CC(=O)O3)[C@H]21	1.1	-2.1	-1.3	4.0	-2.2	13.6	-4.6	37.2	3.3
CC1(C)CC(=O)C(=CN2CCOCC2)C(=O)C1	-12.4	4.1	-1.4	0.8	1.6	-1.6	-1.6	11.1	0.5
NC(=O)c1cnn(-c2cc(Oc3ccccc3)ncn2)c1N	-1.2	-16.0	-3.2	13.5	12.8	17.0	-0.3	-49.0	2.9
CCN(CC)c1ccc2cc(C(N)=O)c(=N)oc2c1	7.6	-10.8	-1.3	6.3	0.9	7.4	4.8	20.9	2.0
C#CCOC(=O)Nc1cc(C)n(-c2ccccc2)n1	-8.9	-18.1	-4.2	-2.0	-19.2	-6.1	0.7	15.9	-1.0
COc1ccc(CN(CCC(c2ccco2)C(C)C)C(C)=O)cc1OC (configuration not stated)	7.5	2.7	-5.3	12.6	-16.3	1.3	-0.1	-23.3	-0.4
COc1ccc(-c2nc(SC)n(S(=O)(=O)c3ccccc3)n2)cc1	2.2	-37.7	7.8	19.1	-2.8	-31.3	0.0	-7.7	2.4
Cn1c(=O)n(C)c2cc(NS(=O)(=O)c3ccccc3[N+](=O)[O-])ccc21	-8.4	-40.1	-5.7	7.2	-10.7	-12.9	-3.4	14.6	0.0
O=C(Cc1ccccc1)N1CCN(C(=O)c2ccco2)CC1	-0.7	7.0	2.4	-21.2	-6.2	3.3	-3.6	5.9	-0.6
O=C(CN1CCSC1=NCc1ccccc1)c1ccccc1	4.9	0.7	3.1	-0.6	-5.6	9.7	-0.2	-39.0	4.6
COc1ccc(C(=O)C[n+]2ccc3ccccc3c2C)cc1	0.1	-16.1	-4.9	0.4	-14.4	12.7	-0.7	-1.0	5.4
COc1ccc(-c2nn(-c3ccccc3)cc2/C=C(/C#N)C(N)=O)cc1[N+](=O)[O-]	9.2	4.9	-2.3	-4.6	-17.5	7.6	-0.3	19.7	1.3
CCOC(=O)C(C(C)=O)C(c1ccc(OCCC(C)C)cc1)C(C(C)=O)C(=O)OCC (configuration not stated)	-0.6	14.5	0.7	19.3	7.9	37.1	-4.6	14.1	0.4
Cc1nn(-c2ccccc2)c2nc(N)c(C(N)=O)cc12	-3.0	5.4	-4.1	-6.4	-7.0	-6.4	3.5	17.1	1.0
O=C(CNCC1CCCO1)N1CCCCCC1 (configuration not stated)	-0.7	-6.0	-5.1	8.8	-3.0	-0.5	-2.5	2.9	-0.8
CCCNC(=O)N1CCN(S(=O)(=O)c2ccc(C)c(C)c2)CC1	-4.9	-5.8	-2.8	-37.3	-2.5	12.8	-1.3	26.4	-2.5
COc1ccc(CN(C)S(=O)(=O)c2nnc(NC(=O)c3ccccc3)s2)cc1OC	-5.2	-1.8	-2.4	16.4	-7.5	-3.4	-4.9	29.9	-2.7
Cc1ccc(NC(=O)c2cccc3c2C(=O)N(C2CCCCC2)C3)c(C)c1	4.1	16.4	-0.4	19.9	11.5	0.7	1.8	-9.0	-0.8
O=C(Cc1cccs1)Nc1ccc([N+](=O)[O-])cc1	-2.3	22.6	-4.5	1.6	-9.8	4.3	-1.5	19.4	4.9
CCCCCCC1CC(=O)NC(=S)N1 (configuration not stated)	0.2	19.0	-0.9	-8.0	2.7	2.5	-2.2	10.8	0.7

In another format: results already given
> O=C(CNCC1CCCO1)N1CCCCCC1 (configuration not stated)
  CXCR6 block: -0.7
  APJ antagonist: -6.0
  APJ ag: -5.1
  CCR6 antagonist: 8.8
  EBI2 antag: -3.0
  tim23-1 inh: -0.5
  XBP1 UPR activ: -2.5
  Mdm2 MdmX PPI: 2.9
  UPR CHOP act: -0.8

> CCCNC(=O)N1CCN(S(=O)(=O)c2ccc(C)c(C)c2)CC1
  CXCR6 block: -4.9
  APJ antagonist: -5.8
  APJ ag: -2.8
  CCR6 antagonist: -37.3
  EBI2 antag: -2.5
  tim23-1 inh: 12.8
  XBP1 UPR activ: -1.3
  Mdm2 MdmX PPI: 26.4
  UPR CHOP act: -2.5

Carrying on.
SMILES	CXCR6 block	APJ antagonist	APJ ag	CCR6 antagonist	EBI2 antag	tim23-1 inh	XBP1 UPR activ	Mdm2 MdmX PPI	UPR CHOP act
COCCN(C(=O)Cc1cccs1)c1nnc(-c2ccncc2)s1	-12.8	-10.4	8.4	11.8	-2.3	-2.4	-1.4	-4.2	-0.2
Nc1nc2c(F)c(F)c(F)cc2s1	-8.6	-9.1	-0.8	-2.9	0.5	4.7	-0.9	13.0	2.9
COc1ccccc1CNS(=O)(=O)c1ccc2c(c1)CC(C)N2C(=O)C1CCC1 (configuration not stated)	-4.8	-1.0	3.9	14.1	-4.0	14.7	4.2	25.6	-2.0
Nc1nnc(C2CCCC2)s1	-3.7	-17.9	-1.4	-2.2	3.4	-10.9	-1.1	9.2	0.3
COc1cc2c(cc1OC)-c1n[nH]c(=S)n1C(C)(C)C2	-6.2	1.9	-2.6	-6.4	-1.4	16.6	11.4	6.5	0.8
CC(=O)Oc1ccc(/C=N/NS(=O)(=O)c2ccc(C)cc2)c(OC(C)=O)c1	2.4	-3.6	-1.8	9.4	2.4	7.6	-6.9	-27.0	0.7
Cc1cc(Cl)ccc1OCCCC(=O)Nc1cccnc1	-5.5	2.2	1.2	18.4	-0.5	-49.6	0.5	2.6	1.0
Cc1ccc2cccnc2c1N	-9.9	-5.5	1.6	2.7	-7.8	3.4	2.0	4.7	-1.2
Cc1ccnc(SCC(=O)N2CCc3ccccc3C2)n1	5.7	-5.3	-1.8	2.0	-0.5	10.0	-0.5	-5.8	-0.2
COc1ccc(C(=O)OCC(=O)c2ccc(C)c(S(=O)(=O)N3CCOCC3)c2)cc1OC	-15.3	3.3	-1.6	8.4	-3.5	25.8	2.7	-10.7	-0.7
O=C(NC1CCCCC1)c1cc(-c2ccc(O)cc2)on1	19.1	5.6	-0.4	6.6	24.4	14.9	7.0	-92.2	5.4
CCOc1cccc(/C=N/NC(=O)c2cc(-c3cccn3C)n[nH]2)c1O	-2.9	13.6	-1.9	3.4	12.1	17.3	-1.7	62.9*	-0.7
CCOC(=O)c1ccc(NC(=O)C2CC(=O)N(c3ccc4c(c3)OCCO4)C2)cc1 (configuration not stated)	-3.4	-3.1	2.1	4.6	-11.2	-1.9	-1.4	9.3	0.8
Oc1oc(-c2ccccc2)nc1C=NCc1ccccc1	2.1	0.3	-4.7	6.6	-0.9	30.8	7.7	-39.1	7.8
CCc1nc(N2CCC3(CC2)OCCO3)c2nnn(Cc3ccccc3)c2n1	-1.7	-20.9	0.8	11.4	-0.1	24.7	0.9	16.6	0.4
CC(=O)N1CCc2cc(Br)cc(S(=O)(=O)NCC3CCCO3)c21 (configuration not stated)	10.7	-8.1	-1.7	1.8	-4.0	9.0	-2.5	0.8	-1.8
CCCC(CCC)C(=O)O	0.5&-4.3	0.9	-2.8	15.8&15.5	-7.4&-1.7	-1.4	-5.4	8.8	-0.6
CC(=O)N1N=C(N)SC1(C)C	-3.4	4.4	-1.9	-0.2	5.6	6.3	-5.3	11.8	0.7
O=C(NNC(=S)NC(=O)c1ccc(Br)cc1)c1ccc([N+](=O)[O-])cc1	11.8	9.1	-0.3	13.4	11.2	29.9	-0.1	30.9	-1.6
CCN(CC)S(=O)(=O)c1cc(NS(=O)(=O)c2ccccc2)ccc1C	-1.0	-16.3	-2.6	5.2	3.6	13.7	-1.4	-12.1	2.5
O=C(Nc1ccc(-c2noc(CCc3ccccc3)n2)cc1)c1ccco1	-9.3	-14.8	7.9	1.7	15.5	55.1*	-1.4	-110.9	4.0
CC(=O)Nc1ccc(S(=O)(=O)Nc2cc(C)cn(Cc3ccc(C)cc3)c2=O)cc1	9.0	-2.4	-5.0	23.2	6.4	19.1	-4.7	17.7	3.3
Cc1nnc(-c2cnn(-c3ccccc3)c2N)n1Cc1ccccc1	1.4	5.9	-1.4	6.3	-0.2	5.5	-1.8	13.4	-0.2
C[C@H]1COC(=O)[C@H](Cc2ccc(F)cc2)C/C=C\C[C@@H](CC(=O)N(CCO)Cc2ccccc2)C(=O)N1	-10.3	4.7	-0.3	-3.4	-8.8	7.0	-3.0	14.6	0.9
O=C1C2C3C=CC(C4CC34)C2C(=O)N1/N=C/c1ccc([N+](=O)[O-])o1 (configuration not stated)	-19.2	-7.6	1.2	-8.5	-5.1	75.8*	2.6	4.6	8.9
Brc1ccc(CSc2ccc(-c3ccco3)nn2)cc1	0.1	-1.4	-0.7	0.4	-0.4	20.2	-0.1	-4.9	1.7
COc1ccc(/C=C(/NC(=O)c2ccccc2)C(=O)NC2CCS(=O)(=O)C2)cc1 (configuration not stated)	-1.5	6.2	-2.3	-11.0	-5.5	-8.2	1.1	-1.8	-1.7
CCCN(CCC)C(=O)Cn1c2ccccc2c2nc(=O)cc(C)n21	8.0	9.2	-5.6	8.9	22.9	6.1	-1.6	7.7	-0.4
O=C(OCC(=O)N1CCCC1=O)c1ncc(Cl)c(Cl)c1Cl	-11.0	-4.3	0.3	11.8	-10.2	4.5	0.2	1.4	0.5
CC1CCCC(NC(=O)CN2CCN(S(=O)(=O)c3cccs3)CC2)C1C (configuration not stated)	-2.4	-12.3	-5.0	12.5	-0.6	2.9	1.4	20.7	-0.2
CC(C)(C)NC(=O)Nc1ccc2nccnc2c1	-18.0	-20.7	-2.6	-3.8	29.2	-9.4	2.0	-13.4	4.9
Cc1cc2cc(CNC(=O)C3CCCC3)ccc2n1C	3.2	-4.2	2.4	4.5	-6.1	7.5	-2.5	2.1	2.2
Cc1ccc(N(CN2CCCC2=O)C(=O)c2ccccc2)cc1	6.6	7.2	1.6	8.2	-12.2	3.2	-1.4	11.1	0.3
Cc1ccc2c(c1)N(CC(=O)OCC(=O)NCc1ccccc1)C(=O)CO2	7.5	-25.0	-0.9	-5.3	-2.3	12.5	1.1	-11.1	1.0
COc1ccccc1C(=O)NC(CCSC)C(=O)Nc1ccc(C)c(S(=O)(=O)N2CCOCC2)c1 (configuration not stated)	6.7	1.5	-1.5	-1.1	0.2	-1.1	-3.3	-1.8	-1.9
O=C(Nc1ccsn1)c1ccc(Cl)cc1Cl	10.9	-8.0	-0.8	20.1	-14.8	-1.2	3.8	-64.4	6.8
O=C(NCCc1cccnc1)C1CCC(=O)N(Cc2ccc(Cl)cc2)C1 (configuration not stated)	-1.8	-2.9	3.3	6.0	-2.1	12.9	-8.4	20.8	1.6
COc1ccc2c(c1)cc1n2CCN=C1NCCO	-1.4	-1.8	-7.5	1.0	-8.4	0.9	0.7	-2.0	-1.8
O=C(c1ccco1)N1CCC(N2CCN(c3ccccc3)CC2)CC1	5.7	8.9	-2.2	-1.4	-8.0	13.1	-3.8	6.7	1.5
C/C(=N\NC(=O)c1ccccn1)c1ccc(Cl)cc1	4.4	5.5	-2.2	-1.6	-9.3	8.8	-2.6	-51.3	-0.3
C=C(C)[C@@H]1CC=C(C(=O)O)CC1	1.0	13.3	1.9	-4.5	7.5	28.5	-8.9	-7.7	-1.1
